Screening results: PubChem, Broad Institute
PGC1a acetyl inh = lowers PGC1a acetylation signal in U2OS cells | AlphaScreen anti-acetyl-lysine; with virally co-expressed GCN5 acetyltransferase | inhibition, % at 15.6 µM | 350,000 compounds, 0.17% hits | AID 651687;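 active means every replicate shows inhibition of at least 40%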;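 further: 0% = neutral control wells and 100% = positive control wells; some results beyond the cut were filed as inactive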
PglD DTNB = inhibitors of Campylobacter jejuni PglD acetyltransferase | purified PglD enzyme, DTNB colorimetric CoA detection | inhibition, % at 12.5 µM | 360,000 compounds, 0.098% hits | AID 602405; in the data active means inhibition above about 16%, passing the limit was not always enough; further: strong numbers were not always called active
miR122 inh = miR-122 inhibition in Huh7 cells. activation (reporter increase), % at 12.5 µM. Huh7 miR-122 Renilla luciferase sensor, 48 h; neutral wells = 0, positive control = 100. AID 602342. 340,000 compounds, 0.3% hits;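 active means mean replicate activation score at least 90 and every replicate individually at or above 90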;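 further: higher luciferase means less miR-122 activity so hits act as miR-122 inhibitors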
C2C12 statin = suppressors of simvastatin-induced myotoxicity in C2C12 myotubes | ATP luminescence, 48 h; scaled: DMSO 0, geranylgeraniol control 100 | rescue of ATP level, % at 7.49 µM | 330,000 compounds, 0.78% hits;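 active means mean ATP rescue above about 67%, or every replicate alone reaching that limit, limit read from the data, passing the limit was not always enough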;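 further: myotubes were challenged with 10 µM simvastatin during compound exposure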
FN deposition inh = fibronectin deposition inhibition; 350,000 compounds, 0.086% hits; inhibition, % at 12.6 µM; AID 743247; AH1F fibroblasts, Alexa488-fibronectin deposition fluorescence, overnight;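 active means mean inhibition across replicates of 30% or more, regardless of how many single replicates reach that level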;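 further: positive control wells lacked labelled fibronectin entirely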
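Material – AH1F fibroblast monolayer, labelled fibronectin deposition · Reagent – labelled fibronectin 24 nM · Timing – 1 h adhesion, overnight exposure · Measured by – fluorescence at 485 nm excitation, 525 nm emission · Read-out – inhibition of fibronectin deposition signal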
GSIS activator = primary screen for activators of insulin secretion dependent on glucose, INS-1E cells, GLuc reporter luminescence. 370,000 compounds, 0.61% hits. AID 743287. activation, % at 16.6 µM. INS-1E GLuc reporter insulin secretion, 2-3 h;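 active means lowest replicate activation of at least 40%, so every replicate reaches that level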;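 further: 0% = median of neutral control wells and 100% = median of IBMX positive control wells; some compounds called inactive have numbers as strong as hits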
CFTR F508del cor = CFTR F508del correction in bronchial cells | CFBE cells, YFP halide quenching; stimulated with forskolin plus potentiator P3; % fluorescence drop versus neutral controls | activity (quench increase), % at 7.58 µM | 350,000 compounds, 0.36% hits;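 active means mean added fluorescence quench of at least 8% versus neutral control, with both replicates also reaching 8%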;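 further: cells transiently co-express mutant CFTR-F508del with the halide-sensitive YFP; corrector assay measuring rescue of mutant channel to the surface after 24 h compound exposure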
Cneo AK release = causes C. neoformans cell lysis; adenylate kinase release luminescence, 4 h; normalised: neutral wells 0, clomiphene wells 100; 360,000 compounds, 0.2% hits; lysis activity, % at 15 µM; AID 651654;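 active means mean lysis activity across replicates of at least 80%, whatever share of replicates individually reach that level; inactive means mean lysis activity below 80%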
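Material: C. neoformans cells; Schedule: 4 h static compound exposure, 37 °C, read 1 h post-reagent; Measured by: adenylate kinase release luminescence; Read-out: signal increase indicating cell lysis; Controls: Clomiphene as positive lysis control.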
Starred values were filed as active, the others as inactive; / = no result given; & = joins results of further samples; [ ] = another dose, or the depositor's remark.

SMILES	PGC1a acetyl inh	PglD DTNB	miR122 inh	C2C12 statin	FN deposition inh	GSIS activator	CFTR F508del cor	Cneo AK release
CO[C@@H]1CN(C)C(=O)c2ccc(NC(=O)Nc3ccc4c(c3)OCO4)cc2OC[C@@H](C)N(C(C)=O)C[C@H]1C	-4	2	/	-19	-3	-2	0.6	-1
Clc1ccc(Cc2noc(CN3CCN(c4ccccc4)CC3)n2)c(Cl)c1	4	0	0	-2	-4	-21	/	0
N#Cc1cc2cc3c(cc2nc1N1CCCCC1)OCCO3	5	1	2	13	7	/	/	-2
CC(C)c1ccc(S(=O)(=O)N2CCN(C(C)C(=O)NC3CCCC3)CC2)cc1 (stereo not drawn)	-6	-1	-2	10	9	-21	2.7	0
CC(C)(C)OC(=O)N(Cc1ccccc1)Cc1ccccc1OCc1ccc(NC(=O)C2CCC2)cc1	-6	2	7	-25	2	-2	-1.2	-1
Cc1c(C(=O)NCc2ccc3c(c2)OCCO3)sc(=O)n1Cc1ccc(C(=O)N(C)C)cc1	/	-3	/	4	13	-9	3.2	-1
COc1nc(-c2ccccc2)ccc1-c1noc(-c2cccs2)n1	8	2	/	-27	-9	/	/	-1
CCOC(=O)N1CC(C)N(C(=S)Nc2ccccc2)CC1C (stereo not drawn)	-2	-3	/	0	-6	-3	-2.5	2
CN(Cc1nnc(SCC(=O)NCCc2ccccc2)n1C)S(=O)(=O)c1ccccc1	-6	4	-2	-2	/	1	/	-4
CC(=O)N1CCn2c3c(c4cc(C)ccc42)CCCC31 (stereo not drawn)	/	-5	/	/	-8	-10	2.5	-2
O=S(=O)(c1cccc(F)c1)N1CC[C@@H]2[C@@H](CO)Nc3ccc(-c4cccc(F)c4)cc3[C@@H]21	5	1	89[16.7 µM]	20	9	2	7.2	-29
CCOc1cccc(C2C(C(=O)c3cccs3)=C(O)C(=O)N2Cc2cccnc2)c1 (stereo not drawn)	1	-2	-8	4	5	21	-0.2	-1
O=C(CN1CCOCC1)N[C@@H]1CC[C@@H](CCn2cc(C3CCCCC3)nn2)O[C@H]1CO	1	/	/	3	-8	3	-2.8	/
C[C@H](CO)N1C[C@H](C)[C@H](CN(C)C(=O)CN(C)C)Oc2ncc(-c3ccc(F)cc3)cc2C1=O	-7	1	6[16.7 µM]	-7	12	1	-1.2	38
Cc1ccc(CN2CCN(/N=C/c3ccc(C(=O)O)cc3)CC2)c(C)c1	19	/	-4	/	11	-3	1.8	/
COc1ccc(C2C(C(=O)NCCN3CCOCC3)c3ccccc3C(=O)N2C)cc1OC (stereo not drawn)	9	4	2	/	1	/	/	0
CCC(Cc1ccccc1)NC(=O)C1CCCCC1 (stereo not drawn)	/	5	/	8	-6	0	-0.5	2
C/C(=N\NC(=O)c1nnn(-c2nonc2N)c1C)c1ccc(-c2ccccc2)cc1	2	-4	-1	-13	0	13	-3.1	-1
O=C1NC(=S)SC1=Cc1ccccc1C(=O)O	-10	0	-2	8	-13	14	-0.4	0
Cc1cc(OCC(=O)Nc2ccc(CN3CCOCC3)cc2)c2c(C)cc(=O)oc2c1	36	0	0	-6	3	14	0.6	-1
Cc1nn(C)c(C)c1S(=O)(=O)N(CC(=O)Nc1nccs1)c1ccc(C(C)C)cc1	-6	3	10	15	-4	5	-0.8	0
CCCNC(=O)C[C@H]1CC[C@@H]2[C@H](COC[C@@H](O)CN2C(=O)c2ccccn2)O1	9	0	-2[16.7 µM]	0	1&12	1&31	-0.6&0.3	-2
S=C(NCc1ccncc1)Nc1ccc(Cl)c(Cl)c1	-4	-2	14	/	-2	-19	/	-2
C/C(=N\NC(=O)c1cc(C)[nH]n1)c1cccs1	-2	7	-3	-3	2	8	0.8	2
Cc1cccnc1NC(=O)CCCc1c[nH]c2ccccc12	5	10	6	0	-3	15	-0.4	2

5 entries from above, sorted by molecular weight, lowest first:
SMILES	PGC1a acetyl inh	PglD DTNB	miR122 inh	C2C12 statin	FN deposition inh	GSIS activator	CFTR F508del cor	Cneo AK release
CC(=O)N1CCn2c3c(c4cc(C)ccc42)CCCC31 (stereo not drawn)	/	-5	/	/	-8	-10	2.5	-2
Clc1ccc(Cc2noc(CN3CCN(c4ccccc4)CC3)n2)c(Cl)c1	4	0	0	-2	-4	-21	/	0
CN(Cc1nnc(SCC(=O)NCCc2ccccc2)n1C)S(=O)(=O)c1ccccc1	-6	4	-2	-2	/	1	/	-4
Cc1c(C(=O)NCc2ccc3c(c2)OCCO3)sc(=O)n1Cc1ccc(C(=O)N(C)C)cc1	/	-3	/	4	13	-9	3.2	-1
CC(C)(C)OC(=O)N(Cc1ccccc1)Cc1ccccc1OCc1ccc(NC(=O)C2CCC2)cc1	-6	2	7	-25	2	-2	-1.2	-1

Next part:
SMILES	PGC1a acetyl inh	PglD DTNB	miR122 inh	C2C12 statin	FN deposition inh	GSIS activator	CFTR F508del cor	Cneo AK release
COc1ccc(C(=O)NNC(=O)c2ccc(C)cc2)cc1S(=O)(=O)N1CCCC1	-8	-1	-11	-1	1	-12	-0.4	6
COc1ccc(NC(=O)COc2coc(CN3c4ccccc4CC3C)cc2=O)cc1 (stereo not drawn)	/	2	-3	3	0	4	-0.1	0
Nc1ccccc1-c1ccc([N+](=O)[O-])cc1	2	-3	-10	19	5	/	-0.8	1
O=c1[nH]c(N2CCCCCC2)nc2ncn(Cc3ccccc3)c12	-7	2	4	7	6	15	-0.8	2
O=C(N/N=C/c1ccco1)c1ccc(NC(=O)C2CCCCC2)cc1	/	7	-3	0	/	0	1.2	1
Cc1ccc(-n2c(C)nc3ccsc3c2=O)cc1	/	-18	0	-3	-6	-9	2.4	0
CN1CCN(C(=O)c2cc3c(c(-c4cccc(C#CC(C)(C)O)c4)n2)[C@H](CCO)N(S(=O)C(C)(C)C)C3)CC1 (stereo partly drawn)	-7	3	-6	-2	-1	-20	-3.0	1
Cc1nc(CCN2C(=O)c3ccccc3C2=O)n[nH]1	24	0	1	6	-8	/	/	2
O=S(=O)(Cc1ccccc1)Nc1ccc(F)cc1	-4	-9	/	1	-4	-8	0.9	4
COc1ccc(C(CNC(=O)c2ccc(NS(=O)(=O)c3ccc(F)cc3)cc2)N2CCOCC2)cc1 (stereo not drawn)	/	4	/	3	-2	-14	2.7	11
CN(C)N1C(N)=C(C#N)C(c2ccc(Br)cc2)C2=C1CCCC2=O (stereo not drawn)	/	0	/	-1	-4	12	2.4	5
Cc1nccn1CCCNC(=O)c1nc(Cn2cc([N+](=O)[O-])cn2)no1	-10	4	5	-7	-5	16	-3.4	2
Cc1ccc(S(=O)(=O)Nc2ccc3c(c2)C(=O)N([C@@H](C)CO)C[C@@H](C)[C@@H](CN(C)Cc2ccc(Cl)c(Cl)c2)OCCCC[C@@H](C)O3)cc1	-13	-1	-12[16.7 µM]	/	1	-9	4.4	2
COC(=O)c1ccccc1S(=O)(=O)N1CCC(C(=O)OCC(=O)c2ccccc2OC)CC1	/	-4	/	-18	-4	7	-1.0	4
CN(CCc1ccccc1)C(=O)c1cccc(NC(=O)Cc2cccc(NC(=O)C3CCN(C(=O)C4CC4)CC3)c2)c1	8	0	-1	-3	-7	3	1.7	-1
COc1ccc(CNC(=O)CN(C(=O)c2csnn2)c2cccc(F)c2)cc1	/	-1	/	-3	0	10	-2.5	3
Cc1ccc(S(=O)(=O)Nc2cccc3c2O[C@H](CN(C)C)[C@H](C)CN([C@H](C)CO)C3=O)cc1	3	2	12[16.7 µM]	-13	-3	21	2.8	48
Cc1nn(-c2ccccc2)c(C)c1NC(=O)COC(=O)c1ccc(O)cc1O	4	-1	-2	/	-7	-1	-0.3	-2
Cc1ccc2c(C(=O)CN3CCC4(CC3)OCCO4)c(C)[nH]c2c1	-3	1	-7	-1	-23	/	/	0
CSCCC(C(=O)NCc1cccs1)N1C(=O)c2ccccc2C1=O (stereo not drawn)	4	-4	12	/	/	-9	/	3
COc1ccc(CCNC(=O)COC(=O)c2cncc(Br)c2)cc1OC	9	-1	-6	22	-1	56*	1.9	0
C[C@@H]1CN([C@@H](C)CO)C(=O)CCCn2cc(nn2)CO[C@H]1CN(C)C(=O)Oc1ccccc1	2&0	-2&-1	4	-5&-5	1&1	0&9	0.8&-3.0	-1&5
Cc1c(C(=O)N2CCCC2)sc(NC(=O)c2cccs2)c1C#N	-2	-8	8	-2	/	/	/	3
COCCN1Cc2cccc(C(=O)Nc3ccccc3OC)c2C1=O	-2	4	1	3	-3	/	/	1
COc1ccc(N2CCN(C(=O)CSc3nc4ccccc4c(=O)[nH]3)CC2)cc1	10	5	-3	-12	9	37	-1.4	0
The results go on:
SMILES	PGC1a acetyl inh	PglD DTNB	miR122 inh	C2C12 statin	FN deposition inh	GSIS activator	CFTR F508del cor	Cneo AK release
Cc1cccc(Cn2cc3c(=O)n(Cc4cccc(F)c4)nc-3c3ccccc32)c1	14	12	/	-6	5	-18	1.4	4
C[C@@H](NC(=O)C[C@H]1C=C[C@@H](NC(=O)C2CCOCC2)[C@@H](CO)O1)c1ccccc1	5	2	/	0	/	17	-1.5	50
C[C@@H]1CN([C@H](C)CO)S(=O)(=O)c2ccc(-c3ccc(C(=O)N(C)C)cc3)cc2O[C@@H]1CN(C)C(=O)C1CCCCC1	6	3	-9[16.7 µM]	-5	/	-1	-0.8	1
COc1ccc(-n2nnc3c(=O)n(Cc4ccccc4C)cnc32)cc1	-1	-4	3	/	/	8	0.9	1
Cc1ccccc1NC(=O)CC1C(=O)NCCN1C(=O)c1cccc(Cl)c1 (stereo not drawn)	0	-3	-2	/	-5	6	5.1	-2
CCCCCCN1C2=NCCN2c2ccccc21	-8	-2	-10	-8	-13	/	/	-2
Cn1c(=O)c2c(ncn2CC(=O)Nc2ccccc2N2CCOCC2)n(C)c1=O	8	7	4	6	/	/	/	1
O=C(COC(=O)c1cccs1)NC1CCCCC1	15	4	-5	6	-4	/	/	-1
CO[C@H](CN(C)Cc1cc(F)ccc1F)[C@H](C)CN([C@H](C)CO)S(=O)(=O)c1ccc(F)cc1	-1	-1	/	5	8	-1	-0.4	0
NC(=O)NC1CCCc2c1[nH]c1ccc(Cl)cc21 (stereo not drawn)	5	2	8	-8	11	-20	0.1	0
COc1cc(/C=C/C(=O)OCC(=O)N2CCCC2)ccc1OCC#N	6	-4	-4	25	15	24	3.3	1
CCc1ccc(OCCNC(=O)c2ccco2)cc1	/	1	/	10	5	5	2.8	-4
COc1ccccc1-c1nnc(SCC(=O)O)n1-c1ccccc1	15	7	1	4	5	1	2.1	2
O=[N+]([O-])c1cc(-c2n(-c3ccccn3)c3ccccc3[n+]2-c2ccccn2)ccc1Cl	/	-2	/	/	4	10	1.0	6
Cc1nc2sccn2c(=O)c1S(=O)(=O)Nc1ccc(N2CCN(C)CC2)cc1	10	-3	-3	-8	13	0	-2.0	1
Cc1c(C(=O)NC2CCN(Cc3ccccc3)C2)oc2ccc(Br)cc12 (stereo not drawn)	/	3	/	-1	-1	2	0.0	1
CCc1nc(N)nc(N)c1-c1ccc(Cl)cc1	48*	2	-3	-6	-13&-14	/	0.4	-2
Cc1ccc(C(=O)NCCc2nnc3ccc(SCC(=O)Nc4nnc(C)s4)nn23)cc1	/	-1	-3	-7	-4	11	1.4	-1
CC(C)NC(=O)Nc1ccc2c(c1)C(=O)N([C@@H](C)CO)C[C@H](C)[C@H](CN(C)S(=O)(=O)c1ccc(Cl)cc1)OCCCC[C@@H](C)O2	-4	0	1[16.7 µM]	/	-4	-20	-0.8	7
C[C@@H]1CN([C@@H](C)CO)C(=O)c2cccc(NC(=O)C3CCOCC3)c2O[C@H]1CN(C)S(=O)(=O)c1ccc(F)cc1	16	-2	4[16.7 µM]	27	/	17	-1.0	3
